PGC1a acetyl inh: modulators of PGC1a acetylation; inhibition, % at 15.6 µM; hit rate 0.17% among 350,000; AID 651687; U2OS PGC1a acetylation, AlphaScreen anti-acetyl-lysine; with virally co-expressed GCN5 acetyltransferase;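 active means every replicate shows inhibition of at least 40%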;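 further: 0% = neutral control wells and 100% = positive control wells; some results beyond the cut were filed as inactive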
EWS-Fli block: EWS/Fli transcriptional activity inhibition | inhibition, % at 12.6 µM | hit rate 0.67% among 350,000 | A673 NR0B1-luciferase reporter, viability-normalised;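 active means mean inhibition of at least 50% after viability correction, with every replicate also passing that limit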;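 further: firefly luciferase signal divided by Alamar Blue viability fluorescence both relative to DMSO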
FN deposit inh: fibronectin deposition inhibition. AH1F fibroblasts, Alexa488-fibronectin deposition fluorescence, overnight. inhibition, % at 12.6 µM. hit rate 0.086% among 350,000. AID 743247;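 active means mean inhibition across replicates of 30% or more, regardless of how many single replicates reach that level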;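 further: positive control wells lacked labelled fibronectin entirely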
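test system = AH1F fibroblasts assembling fluorescent fibronectin matrix | quantity = 10000 AH1F cells per well | buffer or medium = DMEM plus 2% serum, read in PBS | doses = single dose, pinned | incubation = 1 h cell attachment, overnight exposure to compound and label | detection = fluorescence at 485 nm excitation, 525 nm emission | read-out basis = inhibition from reduced deposited-fibronectin fluorescence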
PAX8 reporter: PAX8 transcriptional activity inhibition; hit rate 1.2% among 360,000; RMG-I TPO-luciferase reporter, SteadyGlo, 24 h; inhibition, % at 12.6 µM;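 active means mean replicate inhibition at least 60% with every replicate also reaching 60%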;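 further: luciferase light reporting Pax8 driven TPO promoter activity; plate controls were median of neutral control wells for no effect and mitoxantrone controls for full effect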
LGR2 antag: blocks bursicon-induced cAMP signaling via Drosophila LGR2 | HEK293 LGR2, CRE-luciferase, bursicon-stimulated, 4 h | inhibition, % at 9.99 µM | hit rate 0.35% among 380,000 | AID 720647;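 active means drop in luminescence signal, shown as inhibition above about 50% in the replicate tests, limit read from the data, passing the limit was not always enough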;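 further: agonist challenge used bursicon conditioned medium at about half maximal strength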
ERAP1 inh: inhibitors of human ERAP1 aminopeptidase; recombinant ERAP1, Leu-AMC fluorescence, 60 min; Q9NZ08; AID 652197; inhibition, % at 10.7 µM; hit rate 0.15% among 340,000;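 active means mean replicate inhibition of at least 30%, or all replicates individually reaching that 30% level; inactive means mean below 30% and not every replicate reaching it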;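 further: 0% = neutral control wells and 100% = L-leucinethiol positive control wells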
Target sequence (Q9NZ08 whole entry, looked up): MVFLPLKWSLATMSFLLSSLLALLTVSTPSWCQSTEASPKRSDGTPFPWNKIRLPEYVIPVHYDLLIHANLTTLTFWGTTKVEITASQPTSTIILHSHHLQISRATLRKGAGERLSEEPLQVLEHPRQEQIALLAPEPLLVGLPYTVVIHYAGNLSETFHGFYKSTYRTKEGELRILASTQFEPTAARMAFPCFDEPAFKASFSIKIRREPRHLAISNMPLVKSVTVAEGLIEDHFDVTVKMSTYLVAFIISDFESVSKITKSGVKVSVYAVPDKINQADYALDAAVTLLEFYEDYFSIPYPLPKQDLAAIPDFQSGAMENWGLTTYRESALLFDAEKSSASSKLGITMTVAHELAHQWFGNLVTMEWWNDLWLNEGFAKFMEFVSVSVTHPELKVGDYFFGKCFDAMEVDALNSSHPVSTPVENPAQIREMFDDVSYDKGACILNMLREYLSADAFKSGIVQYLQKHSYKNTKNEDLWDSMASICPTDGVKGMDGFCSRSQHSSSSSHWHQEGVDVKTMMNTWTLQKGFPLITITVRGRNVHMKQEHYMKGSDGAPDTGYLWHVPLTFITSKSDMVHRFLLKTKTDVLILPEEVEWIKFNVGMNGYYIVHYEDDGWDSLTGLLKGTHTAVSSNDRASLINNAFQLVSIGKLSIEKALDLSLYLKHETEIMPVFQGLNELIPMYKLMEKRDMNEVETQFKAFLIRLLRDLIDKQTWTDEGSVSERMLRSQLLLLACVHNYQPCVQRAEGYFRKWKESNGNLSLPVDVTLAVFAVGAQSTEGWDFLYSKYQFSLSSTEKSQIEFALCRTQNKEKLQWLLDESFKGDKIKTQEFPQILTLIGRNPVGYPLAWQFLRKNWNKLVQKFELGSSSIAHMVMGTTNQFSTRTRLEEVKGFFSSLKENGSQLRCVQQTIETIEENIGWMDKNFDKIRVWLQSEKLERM
S100A4 inh HTS: blocks human S100A4 binding to myosin IIA peptide; P26447; S100A4/TAMRA-MyoIIA peptide fluorescence polarization; inhibition, % at 10.7 µM; hit rate 0.14% among 360,000; AID 652163;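 active means mean inhibition of at least 70% across replicates, with every replicate also reaching that level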
Target sequence (P26447 whole entry, looked up): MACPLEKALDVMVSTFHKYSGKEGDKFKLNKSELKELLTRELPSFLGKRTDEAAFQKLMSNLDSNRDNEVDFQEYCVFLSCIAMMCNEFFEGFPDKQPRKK
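Test system – S100A4 monomer (human) · Compound – single-point compound testing · Schedule – 5 min incubation before reading · Probe or stimulus – TAMRA-labelled myosin IIA heavy-chain peptide probe, 5 nM · Benchmarks – neutral control DMSO, positive control TFP · Medium – Calcium-containing HEPES buffer, pH 7.2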
PglD inh: blocks C. jejuni PglD acetyltransferase activity | inhibition, % at 12.5 µM | hit rate 0.098% among 360,000 | purified PglD enzyme, DTNB colorimetric CoA detection | AID 602405; in the data active means inhibition above about 16%, passing the limit was not always enough; further: strong numbers were not always called active
Starred values were filed as active, the others as inactive; · = not tested or not shown.

#1 COc1ccc(S(=O)(=O)NCCNC(=O)N2CCOCC2)cc1
#2 CC(C)CN1C(=O)NC2(CCCc3ccccc32)C1=O (stereo unspecified)
#3 Cc1ccccc1C(=O)NC(=S)NCc1ccccc1
#4 Cc1c(S(=O)(=O)Nc2ccc3c(c2)OCCO3)c(=O)n(C)c(=O)n1C
#5 CCCCCc1c(C)nc(N2CCc3ccccc3C2)[nH]c1=O
#6 CC(=O)Nc1ccc(S(=O)(=O)NCC(=O)OCC(=O)NCc2ccco2)cc1
#7 COc1ccc2nc(NC(=O)C3CCCN(S(=O)(=O)c4c(C)noc4C)C3)sc2c1 (stereo unspecified)
#8 O=C(NCc1cc(F)cc(F)c1)[C@H]1[C@H](CO)[C@H]2Cn3c(cccc3=O)[C@@H]1N2
Assay by compound	1	2	3	4	5	6	7	8
PAX8 reporter	17	-4	12	-8	·	-3	12	9
S100A4 inh HTS	3	10	0	-1	·	1	-4	8
PGC1a acetyl inh	-1	1	·	·	3	11	·	·
EWS-Fli block	1	-6	15	-8	·	-2	41	-14
ERAP1 inh	-2	-4	-1	-2	·	0	·	-1
FN deposit inh	12	·	-3	7	0	-3	12	-1
PglD inh	-2	-6	-3	4	-3	1	-3	0
LGR2 antag	15	-3	-2	-3	0	17	-1	14

#9 Cc1ccc(C(=O)Nc2ccc(NC(=O)c3cccs3)cc2)c(C)c1
#10 C#CC(=O)N(c1ccc(OC)c(OC)c1)C(C(=O)NC1CCCC1)c1cccs1 (stereo unspecified)
#11 Cc1noc(C)c1NC(=O)Nc1ccc2c(c1)C(=O)N([C@@H](C)CO)C[C@@H](C)[C@@H](CN(C)Cc1ccc(C(=O)O)cc1)OCCCC[C@H](C)O2
#12 COCCCN(C(=O)C1CCCCC1)c1c(N)n(Cc2ccccc2)c(=O)[nH]c1=O
#13 COc1cccc(C(=O)Nc2ccc3c(c2)OC[C@@H](C)NC[C@@H](C)[C@H](OC)CN(C)C3=O)c1
#14 CNC[C@H]1Oc2ncc(C#Cc3cccc(OC)c3)cc2C(=O)N([C@H](C)CO)C[C@H]1C
#15 CS(=O)(=O)Nc1cccc(NC(=O)C2Cc3c(-c4cccc(F)c4)ccnc3O2)c1 (stereo unspecified)
#16 COCCNc1nc(Oc2ccc(Cl)c(Cl)c2)c2sccc2n1
Assay by compound	9	10	11	12	13	14	15	16
PAX8 reporter	-4	·	-8	-5	·	10	55	22
S100A4 inh HTS	-1	-2	·	-3	-10	-6	-1	-4
PGC1a acetyl inh	-27	103*	-7	·	2	-3	·	-10
EWS-Fli block	24	45	-2	-90	2	-5	64*	10
ERAP1 inh	-4	0	·	1	-2	-3	3	1
FN deposit inh	-3	·	·	7	-1	·	2	·
PglD inh	-2	1	-1	-2	-2	-4	1	-2
LGR2 antag	-2	101*	-10	-11	-5	8	1	-27

Exported with two lines to a compound: part of the list above
Sequence of screens: PAX8 reporter, S100A4 inh HTS, PGC1a acetyl inh, EWS-Fli block, ERAP1 inh, FN deposit inh, PglD inh, LGR2 antag
(8) O=C(NCc1cc(F)cc(F)c1)[C@H]1[C@H](CO)[C@H]2Cn3c(cccc3=O)[C@@H]1N2
    9, 8, ·, -14, -1, -1, 0, 14
(9) Cc1ccc(C(=O)Nc2ccc(NC(=O)c3cccs3)cc2)c(C)c1
    -4, -1, -27, 24, -4, -3, -2, -2
(10) C#CC(=O)N(c1ccc(OC)c(OC)c1)C(C(=O)NC1CCCC1)c1cccs1 (stereo unspecified)
    ·, -2, 103*, 45, 0, ·, 1, 101*
(11) Cc1noc(C)c1NC(=O)Nc1ccc2c(c1)C(=O)N([C@@H](C)CO)C[C@@H](C)[C@@H](CN(C)Cc1ccc(C(=O)O)cc1)OCCCC[C@H](C)O2
    -8, ·, -7, -2, ·, ·, -1, -10

Remaining list, next part:
#17 CCCNC(=O)C(Cc1ccc(Cl)cc1)NC(=O)c1ccc(C#N)cc1 (stereo unspecified)
#18 Cn1c(=O)c(NC(=O)c2ccccc2)c2n(c1=S)CCCCC2
#19 O=C(Cc1ccccc1)N/N=C/C=C/c1cccc([N+](=O)[O-])c1
#20 O=C(CNC1CCCC1)Nc1cc(Cl)ccc1[N+](=O)[O-]
#21 CCc1nc2ccc(C(=O)NCc3ccccc3OC)cn2c1N(C)Cc1ccc(N(C)C)cc1
#22 CCC1CCCCN1C(=O)c1ccc(OC2CCN(C(=O)COC)CC2)cc1 (stereo unspecified)
#23 O=C(Nc1ccc(F)cc1)Nc1cc(S(=O)(=O)N2CCOCC2)ccc1N1CCCC1
#24 C[C@H]1CCCCO[C@H](CN(C)Cc2ccc(C(=O)O)cc2)[C@@H](C)CN([C@@H](C)CO)C(=O)c2cc(NS(C)(=O)=O)ccc2O1
Assay by compound	17	18	19	20	21	22	23	24
PAX8 reporter	-2	-7	-38	-2	4	0	-5	12
S100A4 inh HTS	-2	·	·	-1	-5	-3	-4	21
PGC1a acetyl inh	-11	15	0	6	-3	·	·	5
EWS-Fli block	-1	·	·	6	7	·	-1	1
ERAP1 inh	1	·	·	4	0	-3	0	1
FN deposit inh	5	-2	1	-5	2	10	·	·
PglD inh	-8	-6	-3	-2	1	10	·	2
LGR2 antag	0	·	·	-5	16	-9	-7	-4

#25 S=c1nc(-c2ccc(Br)cc2)oc2c1CCCC2
#26 Cn1c(=O)[nH]c(=O)c2c1nc(SCC(N)=O)n2Cc1cccc(Br)c1
#27 O=C(C[C@H]1C=C[C@H](NC(=O)Nc2ccc(F)cc2)[C@@H](CO)O1)NCc1ccccn1
#28 C/C=C/c1ccc([C@@H]2[C@H](CO)N(C(=O)CC3CC3)C23CN(S(C)(=O)=O)C3)cc1
#29 CO[C@@H](CN(C)C(=O)c1ccc2c(c1)OCO2)[C@H](C)CN([C@@H](C)CO)S(=O)(=O)c1ccccc1
#30 O=C(C[C@@H]1CC[C@@H](NC(=O)C2CCOCC2)[C@@H](CO)O1)NCC1CCCCC1
#31 O=C(NCc1ccco1)c1ccc(-c2cccc(Cl)c2)o1
#32 O=C(NC1CCCCC1)C(c1ccccc1F)N(C(=O)c1csnn1)C1CCCC1 (stereo unspecified)
Assay by compound	25	26	27	28	29	30	31	32
PAX8 reporter	-17	-6	-15	-13	·	0	-49	15
S100A4 inh HTS	·	-4	4	-15	-47	-7	-3	3
PGC1a acetyl inh	-3	·	6	3	-3	-3	·	·
EWS-Fli block	·	26	-7	10	-6	-2	-25	2
ERAP1 inh	·	-1	-1	-2	-1	0	-6	2
FN deposit inh	-12	10	-7	·	-3	7	·	-2
PglD inh	1	1	1	·	0	0	·	-9
LGR2 antag	·	7	0	-4	3	-12	-4	-1

#33 Cn1c(C(=O)NC2CCCCC2)cc2c(=O)n3ccccc3nc21
#34 CN(C(=O)CSc1ncnc2c(-c3cccs3)nsc12)C1CCCCC1
#35 O=C(Cc1ccccc1)NN=Cc1ccccc1
#36 CC(=O)NC(CCS(C)(=O)=O)C(=O)Nc1cc(Cl)ccc1Cl (stereo unspecified)
#37 Cc1ccc(-c2noc(CN(C)C(=O)c3ccoc3C)n2)cc1
#38 CCc1ccc(NS(=O)(=O)c2cccc3nsnc23)cc1
#39 CCOc1ccc(C(=O)NCC(=O)OCc2cc([N+](=O)[O-])cc3c2OCOC3)cc1OCC
#40 COc1ccc(OC)c(N(CC(=O)NCCSCc2ccco2)S(=O)(=O)c2ccccc2)c1
Assay by compound	33	34	35	36	37	38	39	40
PAX8 reporter	-25	-8	·	-3	-35	-1	0	29
S100A4 inh HTS	-1	-19	1	-2	-4	-5	-7	-4
PGC1a acetyl inh	1	·	-3	·	9	·	4	·
EWS-Fli block	-76	-12	0	6	-24	-24	10	-16
ERAP1 inh	-103	22	-1	4	0	0	4	2
FN deposit inh	2	0	-2	0	5	-1	9	-2
PglD inh	-2	·	3	-4	4	2	-6	-5
LGR2 antag	-48	·	-28	4	0	-24	6	2

#41 CCCCn1c(N)c(N(C)C(=O)c2ccc(OCC3CCCO3)cc2)c(=O)[nH]c1=O (stereo unspecified)
#42 COc1ccccc1CC(=O)OC(C)C(=O)Nc1ccc(S(=O)(=O)N2CCCCC2)cc1 (stereo unspecified)
#43 C[C@H]1CCCCO[C@@H](CN(C)Cc2ccc(C(F)(F)F)cc2)[C@@H](C)CN([C@@H](C)CO)C(=O)c2cc(NS(=O)(=O)c3ccccc3)ccc2O1
#44 O=Nc1c2nc3ccccc3n(O)c-2c2ccccc12
#45 COc1ccc(S(=O)(=O)N[C@@H]2C=C[C@H](CC(=O)NCCc3ccncc3)O[C@@H]2CO)cc1
#46 Cc1ccc(NC(=O)c2sc3nc(N4CCOCC4)c4c(c3c2N)CCCC4)cc1
#47 C[C@H]1CN([C@@H](C)CO)C(=O)c2cc(NS(C)(=O)=O)ccc2O[C@H]1CN(C)C
#48 C=Cc1ccc(C(=O)N2CCCC(CCC(=O)N3CCN(c4ccccn4)CC3)C2)cc1 (stereo unspecified)
Assay by compound	41	42	43	44	45	46	47	48
PAX8 reporter	8	7	87*	-45	·	-16	-19	·
S100A4 inh HTS	-4	-10	-7	·	-3	-6	-6	2
PGC1a acetyl inh	-2	-10	1	-61	-1	·	3	8
EWS-Fli block	-2	2	-19	·	·	-13	11	-8
ERAP1 inh	0	-1	-2	·	0	0	2	-1
FN deposit inh	12	46*	-4	4	-8	0	-4	5
PglD inh	-1	1	-1	-5	-1	7	1	-1
LGR2 antag	-9	-3	-10	·	8	-21	-4	1

#49 O=C(C[C@H]1C[C@H]2c3cc(NC(=O)Nc4ccccc4)ccc3O[C@H]2[C@H](CO)O1)NCCN1CCCCC1
#50 CCOc1ccccc1CNC(=O)C1CCN(c2nc3ccccc3o2)CC1
#51 O=C(Nc1ccc2ccccc2n1)c1ccc(Cl)cc1
#52 C/C(CC(=O)Nc1ccccc1F)=N\NC(=O)Cc1ccc(Cl)cc1
#53 COC(=O)CCC(=O)OC1(C)C(=O)C=C2C=C(C3CC3)N(C(CO)CO)C=C2C1=O (stereo unspecified)
#54 O=C(COC(=O)c1cccc(Br)c1)NCc1ccco1
#55 Cn1c(=O)c2c(ncn2CC(=O)Nc2cccc(S(=O)(=O)Nc3ccccc3F)c2)n(C)c1=O
#56 CCOc1ccc(C(=O)N(Cc2ccc(OC)cc2)Cc2cc3cc(OC)ccc3[nH]c2=O)cc1
Assay by compound	49	50	51	52	53	54	55	56
PAX8 reporter	-9	·	-161	6	6	-2	-2	·
S100A4 inh HTS	-2	·	0	-12	19	-3	3	·
PGC1a acetyl inh	-1	-1	5	6	5	-2	6	4
EWS-Fli block	-6	·	-57	12	-10	5	10	·
ERAP1 inh	0	·	-1	-1	-1	1	4	·
FN deposit inh	·	4	0	-14	0	3	-5	3
PglD inh	1	4	4	·	-2	0	-6	-4
LGR2 antag	16	19	-53	-13	8	·	-39	-19

From PubChem BioAssay

The order is random; 2.1% or so of the library scored in one or more.
